POLH inh: qHTS for Inhibitors of Polymerase Eta. recombinant Pol eta, fluorescent DNA replication assay. Potency, µM (titrated, usually from 114 µM), without a hit: top-dose activity change, negative = inhibition, hits mostly inhibitors. 390,000 tested, 1.2% active. AID 588591, 2011; note: potency is the fitted concentration of half-maximal effect; % is set by controls: 0 for no effect and ±100 for the full control effect
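Pol eta at 10 nM preincubated with compounds 15 min at room temperature; reaction started with fluorescent substrate (50 nM final) and read kinetically at 0 and 10 min.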
Tb PGK inh: qHTS Assay to Find Inhibitors of Phosphoglycerate Kinase | Phosphoglycerate kinase, glycosomal (Trypanosoma brucei brucei), P07378 | PGK/GAPDH coupled, Kinase-Glo luminescence, 60 min | Potency, µM (top dose mostly 57.5 µM), inactives show at the highest dose activity change, negative = inhibition, actives largely listed as inhibitors | 380,000 tested, 0.043% active; note: potency is the fitted concentration of half-maximal effect; % is set by controls: 0 for no effect and ±100 for the full control effect; nearly all actives have a fitted effect of over 60% in size
Target sequence (P07378 whole entry, looked up): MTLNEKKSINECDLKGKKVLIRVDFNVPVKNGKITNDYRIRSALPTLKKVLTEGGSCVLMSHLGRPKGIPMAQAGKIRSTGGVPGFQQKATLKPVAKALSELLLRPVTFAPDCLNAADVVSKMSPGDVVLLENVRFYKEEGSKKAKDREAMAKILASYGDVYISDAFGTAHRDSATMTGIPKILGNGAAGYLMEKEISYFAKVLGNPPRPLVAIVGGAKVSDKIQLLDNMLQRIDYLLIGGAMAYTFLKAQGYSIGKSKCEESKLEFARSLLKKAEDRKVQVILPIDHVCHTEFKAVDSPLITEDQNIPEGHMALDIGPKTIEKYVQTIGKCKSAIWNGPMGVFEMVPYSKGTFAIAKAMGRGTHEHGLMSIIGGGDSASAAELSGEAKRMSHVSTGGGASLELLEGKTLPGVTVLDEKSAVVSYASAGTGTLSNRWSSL
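Recombinant glycosomal PGK reaction used 1,3-bisphosphoglycerate generated in-well by GAPDH (100nM final) in 100mM TEA pH 7.6, 5mM MgCl2, 0.01% Tween-20. After 60 minutes at room temperature, ATP was read by Kinase-Glo Plus luminescence end-point.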
PI4K2A inh: qHTS for small molecular inhibitors of PI4K2A; purified PI4K2A, ADP-Glo luminescence, 1 h; active compounds read low; 420,000 tested, 0.13% active; AID 1346378, 2018; activity change, negative = inhibition, % at 76.9 µM; in the data active = activity change below about -50%; inconclusive = mostly about -30% to -49%;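 note: -100% = wells without enzyme as full effect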
Target sequence (Q9BTU6 whole entry, looked up): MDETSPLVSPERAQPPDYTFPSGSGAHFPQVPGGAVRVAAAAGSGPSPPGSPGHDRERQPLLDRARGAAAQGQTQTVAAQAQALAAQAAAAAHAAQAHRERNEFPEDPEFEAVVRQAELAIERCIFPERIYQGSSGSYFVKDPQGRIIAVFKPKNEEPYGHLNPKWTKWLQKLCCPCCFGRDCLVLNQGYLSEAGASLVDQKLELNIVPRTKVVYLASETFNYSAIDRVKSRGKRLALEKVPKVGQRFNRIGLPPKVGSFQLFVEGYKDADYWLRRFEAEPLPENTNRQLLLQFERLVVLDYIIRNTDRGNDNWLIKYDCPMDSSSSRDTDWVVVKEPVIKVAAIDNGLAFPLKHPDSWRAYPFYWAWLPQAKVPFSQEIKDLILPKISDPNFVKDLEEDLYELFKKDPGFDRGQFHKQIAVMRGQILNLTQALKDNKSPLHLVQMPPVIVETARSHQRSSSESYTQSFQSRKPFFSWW
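PI4K2A activity was measured by ADP-Glo luminescence: enzyme (4 ug/mL stock) and phosphatidylinositol (1.2 mM stock) in Tris pH 7.5/MgCl2/EGTA/Triton X-100 buffer were reacted with ATP (300 microM stock) for one hour at ambient temperature.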
JMJD2A Tudor: qHTS Assay for Inhibitors of JMJD2A-Tudor Domain; AlphaScreen JMJD2A-Tudor / H3K4me3 peptide binding; 390,000 tested, 4.4% active; Potency, µM (top dose mostly 114 µM), inactives show at the highest dose activity change, negative = inhibition, hits mostly inhibitors; note: potency is the fitted concentration of half-maximal effect; % is set by controls: 0 for no effect and ±100 for the full control effect; nearly all actives have a fitted effect of over 50% in size
Pin1 inh: qHTS Assay to Find Inhibitors of Pin1. Peptidyl-prolyl cis-trans isomerase NIMA-interacting 1 (Homo sapiens), Q13526. Pin1 FP peptide displacement, HiFluor488, 10 min. Potency, µM (top dose mostly 115 µM), inactives show top-dose activity, negative = inhibition, most hits filed as inhibitors. 390,000 tested, 0.009% active. AID 504891, 2011; active = well fitted inhibition curve with a large enough effect in the polarisation, with a control signal flat, not every such curve was filed as active; inconclusive = small, poorly fitted or top-dose-only effect, or effect the other way, or a change in a side signal; inactive = no such curve, though single readings can be large or run the other way; the % refers to the polarisation; note: potency is the fitted concentration of half-maximal effect; % is set by controls: 0 for no effect and ±100 for the full control effect
Target sequence (Q13526 whole entry, looked up): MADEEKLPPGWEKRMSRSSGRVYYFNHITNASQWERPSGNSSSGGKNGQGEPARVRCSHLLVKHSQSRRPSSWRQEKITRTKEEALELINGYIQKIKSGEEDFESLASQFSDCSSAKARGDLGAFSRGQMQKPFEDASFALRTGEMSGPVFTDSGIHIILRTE
G9a inh: qHTS Assay for Inhibitors of Histone Lysine Methyltransferase G9a; Histone-lysine N-methyltransferase EHMT2 (Homo sapiens), Q96KQ7; G9a H3K9 monomethylation, AlphaScreen, 2 h; Potency, µM (titrated, usually from 102 µM), for the others: at the top dose activity, negative = inhibition, actives largely listed as inhibitors; 350,000 tested, 8.8% active; note: potency is the fitted concentration of half-maximal effect; % is set by controls: 0 for no effect and ±100 for the full control effect; nearly all actives have a fitted effect of over 75% in size
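Step 1: enzyme (final 20 nM) with compound, 15 min RT. Step 2: substrate peptide 500 nM and SAM 20 uM, 2 h RT. Step 3: anti-H3K9me1 antibody and AlphaScreen beads, 10 min, then plate read.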
BAZ2B inh: qHTS Assay for Inhibitors of BAZ2B | AID 504333, 2011 | AlphaScreen BAZ2B-H3K14Ac peptide displacement | Bromodomain adjacent to zinc finger domain protein 2B (Homo sapiens), Q9UIF8 | Potency, µM (top dose mostly 114 µM), inactives show at the highest dose activity change, negative = inhibition, usual class: inhibitors | 360,000 tested, 4.4% active; note: potency is the fitted concentration of half-maximal effect; % is set by controls: 0 for no effect and ±100 for the full control effect; nearly all actives have a fitted effect of over 60% in size
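BAZ2B 50 nM plus b-H3(5-23)K14Ac 50 nM, PBS pH 7.4/0.01% Tween-20, 30 min RT; compound added (max 110 uM), 30 min RT; streptavidin donor/Ni-chelate acceptor beads 10 ug/mL final, 20 min dark; AlphaScreen read.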
HP1b binding inh: HTS for Inhibitors of HP1-beta Chromodomain Interactions with Methylated Histone Tails | AID 540317, 2011 | Potency, µM (series often up to 114 µM), inactives show top-dose activity change, negative = inhibition, most hits filed as inhibitors | 390,000 tested, 0.56% active | AlphaScreen HP1-beta / biotin-H3K9me3 peptide binding; note: potency is the fitted concentration of half-maximal effect; nearly all actives have a fitted effect of over 70% in size; inactives centre near 23
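HP1-beta protein (50 nM final) preincubated 30 min at room temperature with biotinylated H3(1-18)K9me3 peptide (50 nM) in PBS pH 7.4, 0.01% Tween-20, then compound added for 30 min. AlphaScreen streptavidin donor/nickel chelate acceptor beads (10 ug/mL final), 30 min dark, luminescence read.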
GLS inh: qHTS for Inhibitors of Glutaminase (GLS); Glutaminase kidney isoform, mitochondrial (Homo sapiens), O94925; GLS enzymatic activity, qHTS titration; Potency, µM (titrated, usually from 45.5 µM), inactives show at the highest dose activity change, negative = inhibition, actives largely listed as inhibitors; 410,000 tested, 0.21% active; note: potency is the fitted concentration of half-maximal effect; % is set by controls: 0 for no effect and ±100 for the full control effect
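Enzyme dispensed in phosphate buffer (45 mM, pH 8.2, 0.02% Tween-20), compounds pinned in, then 1 mM L-glutamine solution and the glutamate oxidase–HRP–Amplex Red mix added; fluorescence read immediately and again after 30 min at room temperature.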
The depositor's hits bear a star; i = inactive; ? = inconclusive; . = no result given; [ ] = another dose, or the depositor's remark. Unless noted, calls come from the whole dose curve; as a rule, active = well fitted curve in the direction sought with a large enough effect; inconclusive = small, poorly fitted or top-dose-only effect, or another doubt; inactive = no such curve, though single readings can be large; an effect the other way counts as inactive or inconclusive. An excerpt, so the mix of outcomes need not match the whole.

SMILES | POLH inh | Tb PGK inh | PI4K2A inh | JMJD2A Tudor | Pin1 inh | G9a inh | BAZ2B inh | HP1b binding inh | GLS inh
O=C1CSc2ccc(S(=O)(=O)N3CCN(c4ccccc4F)CC3)cc2N1 | -10% | -8% | -1 | 112%[activator] | -5% | 10%[0.0925 µM] | -26% | 146%[activator] | 2%
Cc1ccc(C)c(N(CC(=O)NC2CCCC2)C(=O)CCCC(=O)Nc2ccccn2)c1 | -19% | -7% | 9 | 2% | -4% | 1%[59 µM] | 0% | 26% | -8%
COc1ccc(C2COC(=O)C2=N)c(NC(=O)c2ccc(Cl)cc2)c1 (stereo not given) | -7% | 5% | 0 | -10% | 8% | ? | -3% | 25% | -3%
CC1=C(N2CCCCC2)CCC1=O | -17% | -3% | -3 | -3% | -1% | . | . | 47%[activator] | 5%
CN(C)CCCN(Cc1cc2cc3c(cc2[nH]c1=O)OCO3)C(=S)NCc1ccco1 | -16% | 6% | 3 | -16% | -3% | -7% | -18% | 12% | 19%
COc1ccc(CNc2ncnc3onc(C)c23)cc1 | -14% | -2% | 5 | -11% | -14% | -16%[59 µM] | 13%[57.1 µM] | 22% | -5%
Cn1cc(/C=C2\SC(=O)NC2=S)c2ccccc21 | -11% | -8% | -4 | ? | ? | . | 32µM* | ? | 15%
Cc1ccc(NC(=S)NNC(=O)c2ccco2)cc1 | -2% | -6% | -1 | -5% | -13% | ? | -3% | 20% | 10%
COc1ccc(CCNC(=O)c2ccc(CNS(=O)(=O)c3ccc(C(C)(C)C)cc3)cc2)cc1OC | -5% | 2% | 3 | -15% | 5% | -6%[59 µM] | -7% | 20% | 3%
O=C(NCCCN1CCOCC1)[C@@H]1CSC2c3ccccc3C(=O)N21 (stereo not given in full) | -6% | -1% | 4 | -1%[11.4 µM] | -2% | -4%[12.7 µM] | -3% | 46%[activator] | -5%
CCOC(=O)CNC(=O)CSc1ccc2nnc(-c3cccnc3)n2n1 | 11% | -2% | -3 | 2% | -1% | ? | -4% | 39% | -4%
COc1ccc(N2CC(NC(=O)Nc3ccccc3)CC2=O)cc1 (stereo not given) | -2% | -4% | 0 | -8% | 3% | 42% | 10% | 26% | -2%
CC(Cc1ccccc1)C(=O)N(C)Cc1cccnc1 (stereo not given) | -6% | -7% | 1 | -12% | -1% | -7% | 3% | 58%[activator] | -3%
CN(C)c1ccc(C(=O)c2ccc(N(C)C)c3ccccc23)cc1 | -13% | 2% | -5 | ? | 11% | ? | ? | -14% | 16%
O=C1OC(c2ccccc2)=NC12CC2c1ccc(Cl)cc1 (stereo not given) | -10% | -10% | 1 | 20%[57.1 µM] | 2% | 3%[59 µM] | 30% | 124%[activator] | ?
O=C1/C(=C/c2ccncc2)SC(=S)N1C1CCS(=O)(=O)C1 (stereo not given) | -5% | 0% | 0 | -5% | 7% | ? | 4% | 11% | -17%
CC(=O)Oc1ccc(C(=O)Nc2cccc(C(=O)NC(C)(C)C)c2)cc1 | -10% | -9% | 0 | -13% | -4% | ? | . | 15% | 4%
COC(=O)C[C@H]1c2ccccc2S(=O)(=O)N1Cc1ccc(OC)cc1 | -15% | 2% | 1 | -8% | -6% | . | . | 32% | 18%
COc1ccc(C(C(=O)NC2CCCC2)N(Cc2ccccc2)C(=O)CNC(=O)c2ccco2)cc1 (stereo not given) | 0% | 2% | -4 | -8% | 3% | 8%[59 µM] | -20% | 10% | 7%
Cc1ccc(C)c(CSc2nnc(-c3cccs3)n2Cc2ccco2)c1 | -10% | -5% | -1 | -31% | 7% | 9%[12.7 µM] | -36% | 9% | 0%
CCc1ccc(N2CC(O)(c3cccs3)[N+]3=C2SCCC3)cc1 (stereo not given) | 2% | -2% | 2 | -2% | 2% | ? | -20% | 38% | -7%
O=C(NNc1c2ccccc2nc2ccccc12)c1cccc(O)c1 | -18% | -2% | -6 | 45µM* | 25% | ? | 35µM* | ? | 22%
Cc1ccc(S(=O)(=O)N2CCC(NC(=O)c3cccnc3)CC2)cc1Cl | -14% | 1% | -1 | -10% | 2% | 4% | -18% | 48%[activator] | 0%
COCCCNC(=O)Cn1c(=O)n(Cc2ccc(C(=O)NCc3ccc(C)cc3)cc2)c(=O)c2ccccc21 | ? | -9% | -2 | -24% | 63%[activator] | -4%[59 µM] | -20% | 15% | -1%
COC(=O)c1ccc(S(=O)(=O)NCc2ccc(OC)cc2)n1C | -7% | i | -3 | -13% | -8% | . | -2% | -4% | 28%
O=C1c2ccccc2C(=O)N1c1ncn[nH]1 | 31%[activator] | 2% | -3 | -10%[11.4 µM] | -5% | 2% | 1% | 13% | 0%
COc1cc(Cl)c(C)cc1NC(=O)COC(=O)c1cc[n+]([O-])cc1 | -22% | -2% | -1 | 1% | -2% | 16% | 8% | -17% | 1%
Cc1ccc(C2CN(c3ccccc3)CC2C(=O)c2ccc(F)cc2)cc1 (stereo not given) | -19% | 1% | -10 | -27% | 7% | -26% | -34% | 50%[activator] | 1%
O=C(c1cnc2sccn2c1=O)N(Cc1ccccc1)c1ccccn1 | 3% | -10% | 0 | -10% | -7% | 0%[59 µM] | -4% | 26% | 5%
COc1ccc(OCC(=O)Nc2ccc(NC(=O)c3cccs3)cc2)cc1 | -10% | 0% | -1 | -6% | 7% | 18% | -24% | 4% | -2%
CC(=O)NC1CC2CCCC(C1)N2C(=O)Nc1c(C)cccc1C (stereo not given) | -2% | -5% | 2 | . | . | . | . | . | -1%
CC(NC(=O)CN(C)CC(=O)Nc1ccc(F)c(F)c1F)c1ccccc1 (stereo not given) | -5% | i | -4 | 1% | 4% | ? | 0% | 50%[activator] | -5%
CCCCOc1ccc(-c2c(C#N)c(N)[nH]c(=S)c2C#N)cc1 | -16% | -8% | -4 | ? | 0% | -6%[12.7 µM] | ? | -2% | ?
Cc1cc(N)n(-c2ccc(Oc3ccccc3)c(S(=O)(=O)O)c2)n1 | 18µM* | -7% | -11 | -32% | -10% | 50µM* | 56µM* | 23% | -5%
COC(=O)Cc1ccc(N(Cc2ccccc2F)S(=O)(=O)c2ccc(Cl)cc2)cc1 | -23% | i | 4 | 38%[activator] | 0% | 18% | 5% | 71%[activator] | -5%
CCCCn1c(N)c(N(Cc2ccccc2OC)C(=O)COc2ccccc2OC)c(=O)[nH]c1=O | -5% | 3% | 0 | -1% | -4% | -50% | 7% | 36% | 0%
O=C(O)CCc1ccc(-c2ccccc2)o1 | ? | -13% | -3 | ? | -2% | ? | -22% | -51% | 8%
Cc1ccccc1CS(=O)(=O)c1ncc(Cl)c(C(=O)Nc2nnc(C(C)C)s2)n1 | ? | 10% | -21 | ? | 3% | ? | -19% | 35% | 10%
CCOC(=O)CCCCCC(=O)Nc1ccc2c(c1)C(=O)N([C@@H](C)CO)C[C@H](C)[C@H](CN(C)S(=O)(=O)c1ccc(OC)cc1)OCCCC[C@H](C)O2 | -24% | 2% | -1 | . | . | . | . | . | 1%
Cc1cc(C)c(C)c(S(=O)(=O)N2CCN(C(=O)CCC(=O)N3CCOCC3)CC2)c1C | -6% | -4% | 3 | -1% | 1% | -3%[12.7 µM] | -10% | 39% | -3%
O=C(CCCCCNc1nc(=S)[nH]c2ccccc12)NCCc1ccc(Cl)cc1 | -10% | -2% | -2 | -13% | 5% | 29% | -2% | 34% | -9%
Cc1ccccc1C(=O)/C=C1\NC(=O)CS1 | -1% | -7% | 1 | -10% | 13% | ? | ? | 24% | -2%
Cc1nnc(Sc2c(N)n(C)c(=O)[nH]c2=O)s1 | -12% | -2% | 0 | -9% | -6% | 12%[59 µM] | 5% | 23% | -8%
O=C(c1sc2ccccc2c1Cl)N(Cc1ccccc1Cl)C1CCS(=O)(=O)C1 (stereo not given) | -6% | -3% | 1 | -18% | 12% | . | 0% | 18% | 13%
CN(C)CCCNC(=O)c1cc(C(=O)C2CCCCC2)c[nH]1 | -7% | -2% | 12 | -23% | -15% | -34% | -22% | 14% | -2%
CC1=C(C(=O)NCc2ccccc2)C(c2cc(Br)cc(Br)c2OC(C)C)NC(=O)N1 (stereo not given) | -13% | 6% | 1 | -19% | 0% | 5%[59 µM] | 4% | 16% | 0%
O=C(CN=C1NC(=O)C(c2ccccc2)(c2ccccc2)N1)NCc1ccc(F)cc1 | -5% | -2% | 3 | -10% | -1% | ? | -15% | 7% | 5%

As entered above:
Cc1cc(C)c(C)c(S(=O)(=O)N2CCN(C(=O)CCC(=O)N3CCOCC3)CC2)c1C in Tb PGK inh: -4%
CCOC(=O)CCCCCC(=O)Nc1ccc2c(c1)C(=O)N([C@@H](C)CO)C[C@H](C)[C@H](CN(C)S(=O)(=O)c1ccc(OC)cc1)OCCCC[C@H](C)O2 in GLS inh: 1%

Screens: PubChem BioAssay, National Center for Advancing Translational Sciences (NCATS)
